Screening data as filed in PubChem.
12-LOX inh – inhibitors of human 12S-lipoxygenase ALOX12. P18054. actives 1.1% (n = 580,000). purified 12hLO, xylenol orange hydroperoxide absorbance. Potency, µM (series often up to 108 µM), for inactives: at the highest dose activity change, negative = inhibition, actives largely listed as inhibitors; active means well fitted inhibition curve with a large enough effect; inconclusive means small, poorly fitted or top-dose-only effect, or another doubt; inactive means no such curve, though single readings can be large or run the other way
Target sequence (P18054 whole entry, looked up): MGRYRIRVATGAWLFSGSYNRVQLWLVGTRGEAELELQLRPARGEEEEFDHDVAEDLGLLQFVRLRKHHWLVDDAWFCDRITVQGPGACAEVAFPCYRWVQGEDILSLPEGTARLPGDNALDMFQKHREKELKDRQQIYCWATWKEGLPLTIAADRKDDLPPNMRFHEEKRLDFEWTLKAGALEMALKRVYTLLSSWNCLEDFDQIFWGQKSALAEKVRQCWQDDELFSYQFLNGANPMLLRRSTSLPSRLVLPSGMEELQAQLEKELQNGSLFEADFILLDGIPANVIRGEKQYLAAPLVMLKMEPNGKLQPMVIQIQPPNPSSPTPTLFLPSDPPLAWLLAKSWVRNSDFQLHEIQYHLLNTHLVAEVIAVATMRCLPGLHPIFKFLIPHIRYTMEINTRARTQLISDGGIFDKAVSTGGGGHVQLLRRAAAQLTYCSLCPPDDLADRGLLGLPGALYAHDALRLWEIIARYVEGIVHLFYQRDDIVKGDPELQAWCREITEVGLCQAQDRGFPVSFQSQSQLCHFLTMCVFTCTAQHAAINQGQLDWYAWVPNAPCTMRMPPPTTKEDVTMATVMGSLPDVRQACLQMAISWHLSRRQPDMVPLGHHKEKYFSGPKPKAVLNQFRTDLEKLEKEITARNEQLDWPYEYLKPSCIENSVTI
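Hydroperoxide product was detected by ferrous iron/xylenol orange as the 573 to 405 nm absorbance ratio. Arachidonic acid at 40 uM (final) was turned over for 30 min at room temperature by 150 nM human 12hLO, pH 7.0 Hepes buffer, after 15 min compound preincubation.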
Starred values were filed as active, the others as inactive; ? = inconclusive; [ ] = remark or other dose. On the % scale 0 is the no-effect control and ±100 the full control effect; potency means the concentration at half of the fitted maximal effect. A portion of the library; rates above refer to the full screens.

SMILES	12-LOX inh
Cc1ccc(C2=NC3(CCN(C(=O)c4cc(F)ccc4Cl)CC3)ON2)cc1	31.3%
CCNc1c(NC(=O)Nc2ccc(C)c(Cl)c2)c(=O)oc2ccccc12	?
COc1cccc(OC)c1C(=O)Oc1ccc2c(c1)O/C(=C\c1ccc(C(C)C)cc1)C2=O	48.0%
CC(Cc1ccc(Cl)cc1)NC(=O)c1ccc[n+]([O-])c1 (configuration not stated)	-2.3%
CC(C)c1cc(CN(C)C(=O)CN2C(=O)OC[C@@H]2c2ccccc2)no1	-4.3%
CC(C)(C)C(=O)NC1CCN(c2cn[nH]c(=O)c2)CC1	26.6%
CC(=O)NC1(C#N)CCCCC1	13.8%
CCOc1ccc(N2C(=O)c3ccccc3NC2c2cn(C)c(=O)n(C)c2=O)cc1 (configuration not stated)	71.9%[activator]
CCCn1c(CN2CCCCC2)nc2cc(NC(=O)c3cc(OC)c(OC)c(OC)c3)ccc21	-19.6%
CN(Cc1ccco1)c1cc(-c2ccoc2)ncn1	?
O=C(CCc1ccccc1)N1CCCN(c2cc(-c3ccc(Cl)cc3)[nH]n2)CC1	29.4%
O=C(c1ccc(-c2ccccc2)cc1)N1CCN(CC2CC=CCC2)CC1 (configuration not stated)	?
COc1ccc(C(=O)N2CCN(c3cc(-c4ccc(Cl)cc4)[nH]n3)CC2)cc1OC	22.8%
CCOCCCNC(=O)c1cc(-c2ccccc2)nc2ccccc12	?
CC1(C)CC(C(=O)N2CCOc3ccc(CN4CCN(Cc5ccccn5)CC4)cc3C2)CCO1 (configuration not stated)	23.4%
CCCCCN(Cc1ccc(F)cc1)C(=O)Nc1ccc(N(C)C)nc1	?
Cc1ccc(C(=O)N2CCCC(n3cc(-c4nc(C(C)C)no4)nn3)C2)cc1 (configuration not stated)	-9.3%
O=C(NCc1ccco1)c1ccc2c(c1)CC(=O)N2Cc1cccc(F)c1	?
O=C(N[C@H]1CCN2C(=O)c3cc(-c4ccccc4)ccc3NC(=O)[C@H]12)c1cccc(F)c1	-53.5%[176 µM]
COC(=O)c1cccc2c1-c1ccccc1C2=O	?
Cc1nc2ccc(C(=O)N3CCOCC3)cc2nc1C	?
C=C(C)CN(C)C(=O)c1coc(COc2ccc3c(c2)OCO3)n1	-12.7%
CN(C(=O)CSc1nc2ccccc2c(=O)n1CCc1cccs1)c1ccccc1	0.0%
O=c1[nH]c(N2CCc3ccccc3C2)nc2c1CCN(Cc1cccnc1)CC2	1.4%
CC1CCC2(CC1)NC(=O)N(CC(=O)NC(C)(C)C)C2=O (configuration not stated)	9.0%
Cc1cc(C(=O)NNC(=S)Nc2ccccc2)cs1	-5.5%
CCOC(=O)C1=CN(c2ccc(F)cc2)C=C(C(=O)OCC)C1c1cccc(F)c1	-1.4%
Cc1cc2nc3n(c(=O)c2n1CC(=O)Nc1ccc2c(c1)OCCO2)CCCCC3	?
COc1ccc(C(=O)N2CCN(C(=O)OC(C)(C)C)CC2)c(OC)c1OC	12.0%
N#Cc1cc(-n2ccnc2-c2cc3n(n2)CCCNC3)ccc1N1CCCC1	84.8%[activator]
O=C(N[C@H]1[C@H](O)[C@H](O)C[C@@H]1c1ccccc1)c1ccccn1	4.6%[176 µM]
Cn1cccc1CN1CCC12Cc1ccccc1NC2=O (configuration not stated)	17.7%[176 µM]
Cc1nc2cccnc2n1CC1CCCN(S(=O)(=O)c2ccc(C(F)(F)F)cc2)C1 (configuration not stated)	20.5%
COCC(=O)N[C@H]1CCN(C(=O)COC)[C@H](C(=O)N[C@H](Cc2c[nH]c3ccccc23)C(N)=O)C1	8.0%
O=c1cnc2cncnc2n1Cc1ccccc1	0.0%
COc1cccc(CN2CCCN(Cc3ccncc3)C(c3ccccc3)CC(=O)NCC2)c1 (configuration not stated)	56.3%[activator]
Cc1nn(CC(=O)NCc2cc(F)ccc2F)c(=O)c2nc(C(C)C)sc12	19.4%
O=C(NCCc1ccccc1)C1CCN(C(=O)c2ncn3c2COC(c2ccc(F)cc2)C3)CC1 (configuration not stated)	-0.4%
OC(c1nc(Nc2ccc(Cl)c(C(F)(F)F)c2)n[nH]1)C1CC1 (configuration not stated)	17.3%[176 µM]
COc1ccccc1/C=C/C(=O)Oc1ccc(Cl)c(Cl)c1	?
O=C(c1ccccc1Br)N1CCN(c2cc(-c3ccc(Cl)cc3)[nH]n2)CC1	-14.0%
CCC(=O)N1CCC2(CC1)CC(N1CCCCC1)CCO2 (configuration not stated)	36.2%
CCNc1ncnc2c1CN(C1CCNCC1)C(=O)CN2C	?
COc1ccc(-c2nocc2CCC(=O)NCCc2ccc(S(N)(=O)=O)cc2)cc1	28.3%
COCCN(C)C[C@@H]1CN(C(=O)c2cc3ccccc3n(C)c2=O)C[C@@H]1CO	1.8%
CCOC(CNC(=O)c1ccc2c(c1)ncn2-c1cccc(C)c1)OCC	-11.6%
COc1ccccc1CNC(=O)C(C)N1CCC(c2nc3cc(Cl)ccc3s2)CC1 (configuration not stated)	?
O=C1Nc2ccccc2C2(CCN(C(=O)c3ccccc3F)C2)O1 (configuration not stated)	?
COCCOc1ccc2c(n1)CCN(C(=O)CC1CCCC1)C2	41.1%
COc1ccc(C(=O)Nc2ccc3c(c2)CN(Cc2ccc(OC)cc2OC)C(=O)CO3)cc1	33.7%
COC[C@H]1C[C@@H](NC(=O)c2cncnc2)[C@H](O)[C@@H]1O	65.0%[activator][176 µM]
COc1cccc(C(=O)N2CC(c3nnc(-c4ccc(C)cc4)o3)C3(CCOCC3)C2)c1C (configuration not stated)	18.4%
CN1CCN(c2nc3c(c(=O)[nH]2)CCN(Cc2ccc(Br)o2)CC3)CC1	31.1%[activator]
COC1CCN(c2cc(-c3cccc(C(F)(F)F)c3)nc3c(C)noc23)CC1	-3.8%[176 µM]
O=C(CCOCCOCCOCCOCCC(=O)Nc1c(I)cc(I)c(C(=O)O)c1I)Nc1c(I)cc(I)c(C(=O)O)c1I	-17.9%[22.9 µM]
Cc1ccc2c(COC(=O)c3cccs3)cc(=O)oc2c1	?
O=C(CN1C(=O)CNC1=O)NCCc1noc(-c2ccccc2)n1	-3.1%
COC(=O)c1ccccc1NC(=O)CC1Sc2ccccc2NC1=O (configuration not stated)	5.3%
COCC(=O)Nc1nc2c(s1)C[C@@H]1[C@](C)(CO)[C@H](O)CC[C@@]1(C)[C@@H]2CC(=O)N1CCC(C)CC1	-26.9%
CNC(=O)N1CCC(C2CCN(C(=O)CCCc3ccccc3)C2)CC1 (configuration not stated)	-12.4%

New compounds follow
SMILES	12-LOX inh
O=C(C1CC1)N1CCN(C(=O)C2CC(=O)N(c3cccc(C(F)(F)F)c3)C2)CC1 (configuration not stated)	-8.7%
COc1ccc2cc(CNC(=O)c3nn(C)c(=O)c4ccccc34)ccc2c1	?
O=C(c1ccc2c(c1)OCO2)N1CCC(N2CC3CC(C2)[C@H]2CCCC(=O)N2C3)CC1 (some centres not stated)	-9.7%
Cc1noc(C2CC3(CCN(C(=O)Cc4c[nH]c5ccccc45)CC3)CN2C)n1 (configuration not stated)	28.2%
CCC(C(=O)Nc1ccc(C(C)=O)cc1)n1nc(-c2cc(C)ccc2C)ccc1=O (configuration not stated)	-9.3%
CCCCOc1ccc(NC(=O)c2cccc(OCCC)c2)c2cccnc12	-1.2%
CCCn1cc(-c2ccnc(NCc3c(F)ccc(C)c3F)n2)c(C)n1	44.3%[activator]
O=C(c1cc(N2CCCCCC2)nc2ccccc12)N1CCOCC1	24.4%
Cn1cc(CN2C[C@@H](F)[C@@H](OCc3nc4ccccc4[nH]3)C2)c2ccccc21	37.6%[activator][176 µM]
COC(=O)C1=C(C)N(Cc2cccc(C(F)(F)F)c2)C(=NCc2ccc3c(c2)OCO3)NC1c1ccc(Cl)cc1 (configuration not stated)	?
COCCn1c(C)cnc1C1CCN(S(=O)(=O)c2ccc(C#N)cc2)C1 (configuration not stated)	34.5%[activator]
O=C(Cn1ncn2nc(-c3cccs3)cc2c1=O)N1CCCCCC1	19.0%
CC/C=C(/C)C(=O)NC(C)c1cc(C)sc1C (configuration not stated)	-32.8%
Cc1ccc(-c2cc(C(=O)Nc3c(C)n(C)n(-c4ccccc4)c3=O)no2)cc1C	10.1%
O=C(c1cnccn1)N1CCC2(CCCN(c3ccncc3)C2)CC1	?
CC1CCN(C(=O)[C@@H](C)C2CC[C@@]3(C)CC[C@H](NC(=O)Cc4ccccc4)[C@@H](C)[C@@H]3[C@H]2O)CC1 (some centres not stated)	3.0%
Cc1ccc(-n2nc3cc(C)c(NC(=O)c4ccc(Br)o4)cc3n2)cc1	8.7%
COCCN(C)C[C@H]1C[C@H](CO)CN(C(=O)c2cc(C)c(C)s2)C1	57.0%[activator]
Cc1nc(C(C)C)sc1C(=O)N(C)Cc1cc(C2CC2)n[nH]1	4.9%
CC(C)CC(=O)N1CCN(c2nnc3ccc(C(F)(F)F)cn23)CC1	68.9%[activator]
CC(=O)N1CCC(NC2(Cc3cc(CN4CCOCC4)on3)COC2)CC1	5.1%[176 µM]
CCNC(=O)N(C1CC1)C1CCOC2(CCN(C(=O)NCc3ccc(F)cc3)CC2)C1 (configuration not stated)	11.6%
COc1ccc(-c2cn(C)c(=O)n3cc(CN(C)C)nc23)cc1OC	-1.7%[176 µM]
O=C(Nc1ccccc1)c1nc2c(o1)CCN(Cc1cccnc1)CC2	33.5%[activator][176 µM]
CC1CCCCN1CCCCNC(=O)CCc1ccc(C#N)cc1 (configuration not stated)	51.1%[activator]
Cc1cccc(N2NC3(CCCCC3)NC2=S)c1C	?
COc1ccccc1C(=O)NC[C@H]1Cn2c(-c3ccc4c(c3)OCCO4)cnc2CO1	35.4%[activator][176 µM]
O=C(CSCC1CC1)N1CCCC(c2nccn2Cc2cccnc2)C1 (configuration not stated)	35.4%[activator]
CCc1ccc(OCC(O)Cn2cnc3cc(Cl)ccc3c2=O)cc1 (configuration not stated)	-4.8%
Nc1nc(C2CC(N)C2)cc(N2CC(c3nc4ccccc4[nH]3)C2)n1 (configuration not stated)	42.5%
OC1(c2cccnc2)CCN(Cc2ccc3c(c2)CN(Cc2cc(F)ccc2F)CCO3)CC1	0.4%
Cc1nc(NCc2ccccc2)sc1C(=O)N1CCC(C(N)=O)CC1	-25.0%
O=C(NCc1ccc2c(c1)OCO2)c1cccc(N2CCCN(Cc3ccc(F)cc3)C2=O)c1	-11.0%
O=C(CCn1ccc(=O)[nH]c1=O)N1CCc2nc(-c3ccccc3)[nH]c2C1	-10.4%
Cc1cc2nc3n(c(=O)c2n1CC(=O)NC1CCCCC1)CCCCC3	?
COc1ccc(Nc2sc(C(=O)c3ccc(Cl)cc3)c(N)c2C(N)=O)cc1	?
O=C(c1nc2sccn2c1CN1CCCC(CO)C1)N1CCCCC1 (configuration not stated)	4.1%
CCN(CC)c1nc2c(c(=O)n(C)c(=O)n2C)n1C(C)C	8.9%
Cc1ccc(OCC(=O)NCc2c(C)ncc3c2CCNC3)cc1C	5.5%
COc1ccccc1CN1CCC(N2CCCCCC2=O)CC1	26.5%[176 µM]
O=C(NCc1ccncc1)[C@@H]1CCCN1C(=O)[C@H]1CCCN1C(=O)c1cccc(Cl)c1	-23.7%
CC(=O)NC1(C)CCN(Cc2cnc(-c3cccc(N4CCOCC4)c3)s2)CC1	?
CC(C)OC(=O)CCNC(=O)c1ccc(CS(C)(=O)=O)cc1	?
CN1[C@@H](CCC(=O)N2CCCC2)CNC(=O)[C@@H]2[C@H]1CCN2CC(C)(C)C	2.4%[176 µM]
Cc1ccccc1OCc1nnc(SCc2c(Cl)cccc2Cl)n1C	?
CCOc1ccc(S(=O)(=O)N2CCc3nc4cc[nH]n4c(=O)c3C2)cc1	55.4%[activator]
CC(C)C(=O)N1CCCN(S(C)(=O)=O)c2ccccc21	5.8%
Cc1cc(N2CCN(C(c3ccnc4ccccc34)c3nnnn3-c3c(C)cccc3C)CC2)c2ccccc2n1 (configuration not stated)	?
Cc1noc2nc(C(C)C)cc(C(=O)NC3CCCc4c3[nH]c3c(Cl)cccc43)c12 (configuration not stated)	-1.8%
CC(C)Cn1cnc2c1c(=O)n(CC(=O)NCc1ccccc1)c(=O)n2CC(C)C	-8.6%
COc1ccc(C(=O)N2CCC3(CC2)NC(=O)N(c2cccc(Cl)c2)N3)cc1	1.78µM*

In the list so far, 16 have a Cl atom:
SMILES	12-LOX inh
Cc1ccc(C2=NC3(CCN(C(=O)c4cc(F)ccc4Cl)CC3)ON2)cc1	31.3%
CCNc1c(NC(=O)Nc2ccc(C)c(Cl)c2)c(=O)oc2ccccc12	?
CC(Cc1ccc(Cl)cc1)NC(=O)c1ccc[n+]([O-])c1 (configuration not stated)	-2.3%
O=C(CCc1ccccc1)N1CCCN(c2cc(-c3ccc(Cl)cc3)[nH]n2)CC1	29.4%
COc1ccc(C(=O)N2CCN(c3cc(-c4ccc(Cl)cc4)[nH]n3)CC2)cc1OC	22.8%
OC(c1nc(Nc2ccc(Cl)c(C(F)(F)F)c2)n[nH]1)C1CC1 (configuration not stated)	17.3%[176 µM]
COc1ccccc1/C=C/C(=O)Oc1ccc(Cl)c(Cl)c1	?
O=C(c1ccccc1Br)N1CCN(c2cc(-c3ccc(Cl)cc3)[nH]n2)CC1	-14.0%
COc1ccccc1CNC(=O)C(C)N1CCC(c2nc3cc(Cl)ccc3s2)CC1 (configuration not stated)	?
COC(=O)C1=C(C)N(Cc2cccc(C(F)(F)F)c2)C(=NCc2ccc3c(c2)OCO3)NC1c1ccc(Cl)cc1 (configuration not stated)	?
CCc1ccc(OCC(O)Cn2cnc3cc(Cl)ccc3c2=O)cc1 (configuration not stated)	-4.8%
COc1ccc(Nc2sc(C(=O)c3ccc(Cl)cc3)c(N)c2C(N)=O)cc1	?
O=C(NCc1ccncc1)[C@@H]1CCCN1C(=O)[C@H]1CCCN1C(=O)c1cccc(Cl)c1	-23.7%
Cc1ccccc1OCc1nnc(SCc2c(Cl)cccc2Cl)n1C	?
Cc1noc2nc(C(C)C)cc(C(=O)NC3CCCc4c3[nH]c3c(Cl)cccc43)c12 (configuration not stated)	-1.8%
COc1ccc(C(=O)N2CCC3(CC2)NC(=O)N(c2cccc(Cl)c2)N3)cc1	1.78µM*
